Wnt act = activators of Wnt/beta-catenin signaling. Wnt/beta-catenin reporter cell assay, activator, plate reader. activation, % at 9.35 µM. actives 1.2% (n = 300,000); in the data active = activation above about 30%, passing the limit was not always enough;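 also: 0% = neutral control wells and 100% = positive control wells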
* marks the source's active call; other numbers are inactive results.

SMILES | Wnt act
CCCCOCCCNC(=O)C[C@H]1C[C@@]2(C(=O)OC)C(=C[C@H](C3CCCC3)O[C@@H]2C)N(Cc2ccccc2)C1=O | 1
O=C1NC[C@H](CCCCN2C[C@H](Cc3ccc(O)cc3)N(CCc3ccc(O)cc3)C(=O)C2=O)N(CCc2ccccc2)C1=O | -2
CC(C)N1CC2(CC(c3ccc(Cl)cc3Cl)=NO2)CN1C(=O)c1ccc(C(C)(C)C)cc1 (centres undefined) | -2
CCCNC(=O)C1(C)CCN(C(=O)c2c(F)ccc(C)c2F)C1 (centres undefined) | -4
O=C(CC[C@H]1O[C@@H](n2ccc(=O)[nH]c2=O)[C@H](O)[C@@H]1O)N[C@H](Cc1ccccc1)C(=O)NCc1ccccc1 | -2
CCOC(=O)C1=CCN(S(=O)(=O)c2ccc(C)cc2)C1c1ccccc1 (centres undefined) | -1
COc1ccc(-c2cnc(C(O)c3ccc(CN4CCCCC4)cc3)[nH]2)cc1 (centres undefined) | -1
O=C(Nc1cccc(F)c1)Nc1nnc([C@@H]2C[C@H](O)[C@@H](CO)O2)s1 | -1
COc1ccc(C(=O)N2CCOCC2c2cc(C(=O)NCc3ccccc3)no2)cc1 (centres undefined) | 0
O=C(C(=O)N(C1CCCCC1)C1CCCCC1)c1ccccc1 | 12
C[C@H](CO)N1C[C@H](C)[C@@H](CN(C)C(=O)Nc2ccc3c(c2)OCO3)OCc2cn(nn2)CCCC1=O | -2
COc1ccc([C@H]2CN(c3ccc(OC)cc3)C(=O)[C@@H]2CC(=O)Nc2ccccc2)cc1 | -1
COC(=O)[C@]12C[C@H](CC(=O)NCc3ccccc3)C(=O)N(CCC3=CCCCC3)C1=C[C@H](COCc1ccccc1)O[C@@H]2C | -1
CCc1nc2ccc(C(=O)NCCCn3ccnc3)cn2c1N(C)Cc1ccc(OC)cc1 | 0
FC(F)(F)c1nc2nc(Cl)c(Cl)nc2[nH]1 | -6
O=S(=O)(c1cccs1)N1CN(C2CCCC2)c2nc3ccccc3nc21 | 1
O=C(NCc1cc(Cl)cc(Cl)c1)c1ccc2nc(COCCO)[nH]c2c1 | -1
COc1ccc(-c2nc3c(C)cc(Br)cn3c2Cc2cccc(F)c2)cc1OC | -1
COc1cccc(C(=O)N[C@H](C(=O)N2CCC[C@H]2C(=O)NCc2ccccc2)C2CCCCC2)c1 | -2
Cc1ccc(-c2csc(C(C)(O)c3cccc(F)c3)n2)cc1C (centres undefined) | 1
FC(F)(F)c1ccccc1CN1CCCc2nc(-c3ccccc3)ccc21 | 0
C[C@@H]1CN([C@H](C)CO)C(=O)c2cc(Br)cnc2O[C@@H]1CN(C)C(=O)NC1CCCC1 | -3
Cc1cc(C)cc(CC(=O)N2CCC2(C)C(=O)NS(=O)(=O)c2ccccc2C)c1 (centres undefined) | -3
CCN(CC)CCN(C(=O)c1ccc2c(c1)CCCC2)c1nc2c(OC)cccc2s1 | -2
CCCCNC(=O)C1(C)CCCCN1C(=O)c1ccc2c(c1)CCO2 (centres undefined) | 0
COCCCN1C(=O)C(CC(=O)NCCc2ccccn2)CC(C(=O)N2CCOCC2)=C1C (centres undefined) | -1
Cn1nc(C(C)(C)C)cc1C(=O)N1CCCC(c2cc(C(=O)Nc3ccccc3Cl)no2)C1 (centres undefined) | -1
CCCS(=O)(=O)NC(=O)C1(C)CCN(C(=O)c2snnc2C)C1 (centres undefined) | -1
Cc1cc(C)cc([C@H]2C[C@]34CN(C(=O)OC(C)(C)C)S(=O)(=O)[C@H]3C[C@H]2O4)c1 | -1
COc1ccc(CN(C)C(=O)[C@H]2O[C@@H](n3ccc(N)nc3=O)[C@H](O)[C@@H]2O)cc1OC | -1
CCC(=O)Nc1ccc(C(=O)NNC(=O)CCCCC(=O)NNC(=O)c2ccc(NC(=O)CC)cc2)cc1 | -1
O=C(COc1ccc(Br)cc1Br)NN1C(=O)c2ccccc2C1=O | 1
NC1=NC(c2ccccc2)N=C(Nc2ccccc2)N1 (centres undefined) | 7
CCCCN1C(=O)C(CC(=O)NC2CCCCC2)CC(C(=O)N(C)C)=C1C (centres undefined) | -1
CCc1nc2ccc(C(=O)Nc3ccc(OC)c(OC)c3)cn2c1N(CC)Cc1ccc(OC)c(OC)c1 | -1
Cc1ccc2[nH]c3c(c2c1)CN(C(=O)CN1CCCCC1)CC3 | 0
COC(=O)[C@]12C[C@H](CC(=O)N3CCN(C(=O)C4CC4)CC3)C(=O)N(CCC3=CCCCC3)C1=C[C@H](C(C)(C)C)O[C@@H]2C | -2
Cc1cc(Br)c2nc(-c3ccc(Cl)cc3)c(Cc3cccc(Cl)c3)n2c1 | -1
O=C(N[C@H](C(=O)N1CCC[C@H]1C(=O)NCCc1ccccc1Cl)C1CCCCC1)c1ccccc1 | -1
CC(=O)N(C)C[C@@H]1Oc2cc(Br)ccc2S(=O)(=O)N([C@H](C)CO)C[C@@H]1C | -1
O=C(c1cc(C2CCCCN2S(=O)(=O)c2ccccc2)on1)N1CCOCC1 (centres undefined) | -2
CSc1ccc(CN2CCC(C)(Oc3cccc(Cl)c3)C2)cc1 (centres undefined) | -2
CSc1ccc(-c2cccc3nncn23)cc1 | 0
O=C(Nc1ccc(Cl)cc1)c1csc([C@@H]2C[C@H](O)[C@@H](CO)O2)n1 | 6
COC(=O)c1cc2c(c3c4cc(F)ccc4n(S(=O)(=O)c4ccc(C)cc4)c13)C(=O)N(Cc1ccccc1OC)C2 | -5
O=C(OCc1ccccc1)N1C[C@H](O)[C@H](O)C[C@@H]1c1c(Cl)cccc1Br | -2
Cc1nn2c(NCc3ccccn3)c3c(nc2c1-c1ccccc1)CCC3 | -2
Cc1ccccc1-c1cc2nc(NCCOc3ccccc3)n(C)c(=O)c2s1 | -1
CN(Cc1ccccc1)C(=O)COC(=O)c1c[nH]c2ccccc12 | -1
Nc1ccc2c(c1)[nH]c(=O)c1cc(N)ccc12 | -2
CCCN(CCC)CCN1CCN(C(=O)[C@H](CCc2ccccc2)NC(=O)[C@H]2O[C@@H](n3cnc4c(N)ncnc43)[C@H](O)[C@@H]2O)CC1 | -2
COC(=O)c1ccc2nc(-c3cccc(Br)c3)c(CC3CCCCC3)n2c1 | 16
CCCc1cc(C(=O)Nc2cccc(-c3nn[nH]n3)c2)sc1C | -4
COc1ccc(CNC(=O)c2sc(=O)n(Cc3cc(Cl)ccc3OC)c2C)cc1 | -4
CN1CCN(C(=O)c2ccc(Cc3cn(C)c4ccccc34)nc2)CC1 | -3
O=C(O)c1sc(C(=O)O)c(-c2ccccc2)c1-c1ccccc1 | -2

Individual results from above.
Wnt act result of COc1ccc(CNC(=O)c2sc(=O)n(Cc3cc(Cl)ccc3OC)c2C)cc1 → -4
Wnt act result of CN1CCN(C(=O)c2ccc(Cc3cn(C)c4ccccc34)nc2)CC1 → -3

4 compounds from above, sorted by their value in Wnt act, highest first.
SMILES | Wnt act
CN(Cc1ccccc1)C(=O)COC(=O)c1c[nH]c2ccccc12 | -1
Nc1ccc2c(c1)[nH]c(=O)c1cc(N)ccc12 | -2
CN1CCN(C(=O)c2ccc(Cc3cn(C)c4ccccc34)nc2)CC1 | -3
CCCc1cc(C(=O)Nc2cccc(-c3nn[nH]n3)c2)sc1C | -4

Going on with the list:
SMILES | Wnt act
Cc1c(C(=O)NCc2ccccc2C(F)(F)F)sc(=O)n1Cc1ccc(S(=O)(=O)N(C)C)cc1 | -9
CC(=NNC(=S)N1CC2CCC(CC2)C1)c1ccccn1 | -2
COc1ccc(-n2nnnc2CNC(=O)c2c(-c3ccccc3Cl)noc2C)cc1 | -1
CCCCS(=O)(=O)N1CCN(C(=O)C(=O)c2cccc(C(F)(F)F)c2)CC1 | -9
COc1cc(C(=O)N2CCC2(C)C(=O)O)cc(OC)c1OC (centres undefined) | 0
COc1ccc(-c2ccc(CN3C(CC(C)C)C(=O)N(Cc4cn(Cc5ccco5)nn4)CCS3(=O)=O)cc2)cc1 (centres undefined) | -1
COc1ccc(Nc2c(-c3cc4ccccc4o3)nc3nc(C)cc(C)n23)cc1 | 15
O=S1(=O)N[C@@H](Cc2ccccc2)COc2cccc(N3CCSCC3)c21 | -6
Cc1nn(-c2ccccc2)nc1C(=O)Nc1cccc(C(=O)NC2CC2)c1 | -1
O=C(NNC(=O)c1ccccc1F)c1ccc(-c2ccccc2Cl)o1 | 0
Cn1c2ccccc2c(=O)c2ccc(Cl)cc21 | 5
COc1ccc(F)cc1-c1cc(C(=O)Nc2ccc(NC(C)=O)cc2)[nH]n1 | -1
COc1ccc(N2C(=O)c3n[nH]c(C)c3C2c2ccc(F)cc2)cc1 (centres undefined) | 7
COC(=O)[C@]12CCCCC=C1N(Cc1ccc3c(c1)OCO3)C(=O)[C@H](CC(=O)NCc1cccs1)C2 | -8
Cc1ccc(F)cc1S(=O)(=O)NCc1ccc(N2CCN(C)CC2)cc1 | 2
CCN(CC)C(=O)C1=C(C)N(CCC2=CCCCC2)C(=O)C(CC(=O)NCCCCc2ccccc2)C1 (centres undefined) | -4
Cn1c(=O)c2c(ncn2CC(=O)OCC(=O)c2ccc(Br)cc2)n(C)c1=O | -2
Cc1ccc(S(=O)(=O)N2C(c3ccc(Cl)c(Cl)c3)CC=C(C(=O)O)C2c2cccc(Cl)c2)cc1 (centres undefined) | 1
C=CCNc1ccc2c(c1)OC[C@H](Cc1ccccc1)NS2(=O)=O | -1
CCSc1nc2sc3c(c2c2[n+]1CC(CBr)O2)CCCC3 (centres undefined) | 1
COc1cc(C(=O)O/N=C(\N)Cc2ccc([N+](=O)[O-])cc2)cc(OC)c1OC | 1
COc1ccc(NC(=O)N(C)C[C@@H]2OCc3cn(nn3)CCCC(=O)N([C@H](C)CO)C[C@H]2C)c(OC)c1 | -1
Cc1ccc(S(=O)(=O)NCc2nnnn2-c2ccc(F)cc2)cc1 | -1
CC(C)Oc1cccc(NC(=O)C2(C)CCN2C(=O)C(C)C)c1 (centres undefined) | -4
O=C(Cc1cn(Cc2ccccc2)c2ccccc12)Nc1ccc(Nc2cccnc2)c(Br)c1 | -6
CN(C)Cc1csc(NC(=O)Nc2ccccc2Oc2ccccc2)n1 | -1
CCCNC(=O)C1(C)CCCN(C(=O)c2ccccc2OC(F)(F)F)C1 (centres undefined) | -4
Cc1cc2nc(C3CCCCC3)c(Cc3ccccc3C(F)(F)F)n2c(C)c1Br | -5
CCOC(=O)[C@]12CCCC=C1N(Cc1ccco1)C(=O)[C@H](CC(=O)N1CCSCC1)C2 | -1
COCCNC(=O)C1CCCN(C(=O)c2cccnc2Oc2ccccc2)CC1 (centres undefined) | 3
COc1ccc(CN2C(=O)C(CC(=O)NC3CCCC3)CC(C(=O)N(C(C)C)C(C)C)=C2C)cc1 (centres undefined) | -2
Cc1ccc(S(=O)(=O)N(C)C[C@H]2Oc3cc(Br)ccc3S(=O)(=O)N([C@H](C)CO)C[C@@H]2C)cc1 | 0
O=C(Nc1ccc(F)c(Cl)c1)C1CCCC1 | 2
Cc1cc(NC(=O)CCN2C(=O)/C(=C/c3ccccc3F)SC2=S)no1 | 2
C=CCSc1nc2c(cnn2-c2ccccc2)c(=O)n1N | 56*
O=S(=O)(c1ccc(NC(=S)N2CCCCC2)cc1)N1CCCCC1 | -3
COC(=O)c1ccc(COc2cccn3c(N(C)C(=O)CCC4CCCC4)c(C)nc23)cc1 | -4
O=C(NCCN1CCC(n2c(=O)[nH]c3ccccc32)CC1)c1ccc(F)cc1F | -4
C/C=C/c1cnc2c(c1)C(=O)N([C@H](C)CO)C[C@@H](C)[C@@H](CN(C)C(=O)NC1CCCC1)O2 | -3
CCNC(=O)C1(C)CCN(C(=O)c2cc(C)oc2C)C1 (centres undefined) | 1
COc1ccc(CC(N)c2csc(NC(=O)c3ccccc3OC)n2)cc1 (centres undefined) | -5
Oc1ccccc1 | 1
COc1cccc(C(O)c2nc(-c3cncnc3)cs2)c1 (centres undefined) | -4
CCCCNC(=O)C(NC(=O)c1ccc2c(c1)OCO2)C(=O)c1ccccc1 (centres undefined) | 1
O=C(C[C@H]1CC[C@H](NC(=O)C2CCOCC2)[C@@H](CO)O1)NCc1ccncc1 | -2
O=C1NC(Cc2ccccc2)c2nc3cc(Cl)ccc3c(=O)n2-c2cc(Cl)ccc21 (centres undefined) | 1
CC(=NNC(N)=O)c1ccc(Cl)c(-n2cccc2)c1 | -8
Cn1ccc2c(-c3ccc(C(F)(F)F)cc3)cc3c(c21)C1CCC3O1 (centres undefined) | -1

Looked up by compound from the list above (2):
SMILES | Wnt act
Cn1ccc2c(-c3ccc(C(F)(F)F)cc3)cc3c(c21)C1CCC3O1 (centres undefined) | -1
O=C(C[C@H]1CC[C@H](NC(=O)C2CCOCC2)[C@@H](CO)O1)NCc1ccncc1 | -2

Continuation.
SMILES | Wnt act
COc1cc(C(O)c2nc(-c3ccccc3OC)cs2)ccc1F (centres undefined) | -1
Cc1ccc([C@@H]2C[C@H]3[C@@H](CN2S(=O)(=O)c2ccc(Cl)cc2)C(=O)C[C@@H](c2ccccc2F)N3S(=O)(=O)c2ccc(C)cc2)cc1 | -2
CC(C)(C)N1C(=O)c2ccccc2NC(=O)C1C(=O)Nc1ccc2c(c1)OCCO2 (centres undefined) | 5
COc1cc(-c2c(C(=O)c3ccccc3)[nH]c(N)c2C(N)=O)ccc1F | 2
CCOC(=O)C1(C)CCCN1C(=O)c1ccc(OC)c(F)c1 (centres undefined) | -4
CC1=C(C)SC(=C(C#N)c2nnc(N3CCOCC3)n2-c2ccccc2)S1 | -1
CC1(C(=O)Nc2cnc3ccccc3c2)CCN1C(=O)CC(c1ccccc1)c1ccccc1 (centres undefined) | 10
CNc1ccc(-c2cccc(CO)c2)cn1 | 11

Source: PubChem

The list is partial (hit frequency here may not be typical).
